From PubChem BioAssay
ERK EGF block – EGF-driven ERK pathway inhibition; 0.41% of 130,000 active; Potency, µM (series often up to 11.5 µM), for inactives: top-dose activity change, negative = inhibition, actives largely listed as inhibitors; HEK293-V1b, EGF-stimulated phospho-ERK AlphaScreen; active = well fitted inhibition curve with a large enough effect; inconclusive = small, poorly fitted or top-dose-only effect, or effect the other way;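 note: plate controls were stimulated vehicle wells for no effect and unstimulated vehicle basal for full effect; nearly all actives have a fitted effect of over 55% in size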
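V1b-HEK293, 1% FBS o/n; cpd 30 min 37C; EGF 25 nM final, 5 min; lyse 10 min; AlphaScreen beads 5 h RT. Normalized DMSO basal vs EGF max; Hill AC50.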
An asterisk follows results filed as active; [ ] = another dose, or the depositor's remark. Potency is the fitted concentration of half-maximal effect. The list is partial. The share of hits here may be higher or lower than overall.

The opening two compounds, ahead of the listing:
Screening CCn1c(=O)c2cc(C(=O)Nc3ccccc3OC)sc2c2ccccc21 returned ERK EGF block 1%[57.5 µM].
For Cc1c(C(=O)c2ccc(Cl)cc2Cl)cnc2cc3c(cc12)OCO3 the results were ERK EGF block 3%.

Results, from the start:
Screening CCn1c(=O)c2cc(C(=O)Nc3ccccc3OC)sc2c2ccccc21 returned ERK EGF block 1%[57.5 µM].
For Cc1c(C(=O)c2ccc(Cl)cc2Cl)cnc2cc3c(cc12)OCO3 the results were ERK EGF block 3%.
Screening CCOc1ccc(N2C(=O)CN(O)C=C3N=c4ccccc4=C32)cc1 returned ERK EGF block -3%.
For Cc1ccc(/C=N/NC(=O)c2ccc3nc[nH]c3c2)o1 the results were ERK EGF block 13%[57.5 µM].
CCC(C)N1CCNCC1 (configuration not stated) was read as ERK EGF block -7%.
`COc1ccc2[nH]c(=O)c(C(=O)O)cc2c1` gave ERK EGF block 1%.
`Cc1c(C(=O)Cc2ccccc2)n(C)c2ccccc12` gave ERK EGF block -1%.
`CCOc1cc(S(=O)(=O)n2ccnc2)ccc1Cl` gave ERK EGF block 1%.
Screening COc1c(Cl)cc(Br)c(OC)c1C(=O)NC(=O)Nc1nc(C)cc(C)n1 returned ERK EGF block -21%[57.5 µM].
Screening CCc1nnc(NC(=O)c2ccc(OCc3c(C)noc3C)c(OC)c2)s1 returned ERK EGF block 1%.
`Nc1ccc(Oc2c(Cl)cccc2Cl)nc1` gave ERK EGF block -8%[57.5 µM].
For O=C(/C=C/c1ccc(Br)cc1)NCc1cccs1 the results were ERK EGF block -3%.
For CCOC(=O)C1CCN(C(=S)Nc2ccccc2)CC1 the results were ERK EGF block -7%.
For COc1ccc(-n2cc(CNCCCn3ccnc3)c(-c3ccccc3Cl)n2)cc1 the results were ERK EGF block -7%.
Screening C=CCNC(=O)CN1CCC(NC(=O)c2ccco2)CC1 returned ERK EGF block -7%.
COc1ccc(CS(=O)/C(Cl)=C(/Cl)C(=O)Nc2ccc(OC)nc2)cc1 (configuration not stated) was read as ERK EGF block inconclusive.
`CSc1nc2ccc(NC(=O)c3ccc(=O)n(C)n3)cc2s1` gave ERK EGF block -3%.
Screening Cc1oc(C(C)(C)C)cc1C(N)=O returned ERK EGF block 2%[57.5 µM].
Screening Nc1nonc1-n1nnc(C(=O)N/N=C/C=C/c2ccccc2)c1CSC1=NCCS1 returned ERK EGF block 4%[57.5 µM].
O=C1c2ccccc2-c2c1cccc2C(=O)N1CCCCCC1 was read as ERK EGF block -8%.
For CC(C)CN=C(NS(=O)(=O)c1ccccc1)C(Cl)(Cl)Cl the results were ERK EGF block 5%.
For CCOc1ccc(-c2nc(CCl)cs2)cc1OC the results were ERK EGF block -6%.
`CC(=O)c1cc(CN2CCCCC2)cc(OC(C)C)c1` gave ERK EGF block 1%.
`C[C@@H]1NC(=O)[C@H](CCCN=C(N)N)NC(=O)c2cc([N+](=O)[O-])cc(I)c2OCC[C@@H](C(=O)NC(CC(=O)O)C(N)=O)NC1=O` (some centres not stated) gave ERK EGF block -2%.
Screening COc1cc2c(cc1OC)C(C)N(C(=O)c1cccs1)CC2 (configuration not stated) returned ERK EGF block -3%.
`C=CCSc1ncc(C#N)c(N)n1` gave ERK EGF block 3%.
`O=C(Nc1nccs1)C1CC(=O)N(Cc2ccco2)C1` (configuration not stated) gave ERK EGF block 0%.
Screening CCOc1ccc(CN2CCN(Cc3cccn3-c3nccs3)CC2CCO)cc1 (configuration not stated) returned ERK EGF block -19%[57.5 µM].
COc1cc([N+](=O)[O-])ccc1NC(=O)COC(=O)c1ccc(NC(N)=O)cc1 was read as ERK EGF block -5%[57.5 µM].
CCC(C)[C@@H](N)C(=O)N/N=C/c1ccc2ncccc2c1 (some centres not stated) was read as ERK EGF block -7%.
Screening CN1CCC2(CC1)CCN(C(=O)c1ccncc1)CC2 returned ERK EGF block -5%.
COC(=O)C1=C(C)N(c2ccc(OC)c(OC)c2)C(=O)/C1=C\c1cccs1 was read as ERK EGF block -4%.
CCOC(=O)c1c(N2C(=O)Nc3ccccc3N2O)sc2c1CCCC2 was read as ERK EGF block 2%.
For COc1ccc(/C=C2\SC(=S)NC2=O)cc1OS(=O)(=O)c1ccc(NC(C)=O)cc1 the results were ERK EGF block inconclusive.
Cc1ccc(OCCN2C(=O)C(=O)c3cccc(C)c32)cc1 was read as ERK EGF block -1%.
Screening Cc1cccc(N2C(=O)CC(c3ccc(F)cc3)C3=C2COC3=O)c1 (configuration not stated) returned ERK EGF block -2%.
For N#C/C(=C\c1ccc(O)c(O)c1)C(=O)OCCc1cccs1 the results were ERK EGF block -9%.
CCCN1C(=O)c2ccccc2NC1c1cc(OC)c(OC)c(OC)c1 (configuration not stated) was read as ERK EGF block -4%.
Brc1ccccc1-c1nnc(SCc2nc3ccccc3s2)o1 was read as ERK EGF block 3%.
`CCN(C(=O)C1CCCN1S(=O)(=O)c1cccc2nsnc12)c1ccccc1` (configuration not stated) gave ERK EGF block 4%[57.5 µM].
`COc1ccccc1NS(=O)(=O)c1ccc(N/N=C/c2ccccc2OCC(=O)O)c([N+](=O)[O-])c1` gave ERK EGF block inconclusive.
For N/C(CN1CCCC1=O)=N\OC(=O)c1ccc(Cl)c(Cl)c1 the results were ERK EGF block -4%.
Screening Cc1ccc(-n2nnnc2C(=Cc2ccc(N(C)C)cc2)c2nnnn2-c2ccc(C)cc2)cc1 returned ERK EGF block 9%[57.5 µM].
`Nc1c(Br)cc2oc(-c3ccccc3)nc2c1Br` gave ERK EGF block -4%.
For OC1(c2ccc(Cl)cc2)CCN(Cc2nc(-c3cnccn3)no2)CC1 the results were ERK EGF block -11%.
Screening Oc1ccc(C=Nc2ccccc2-c2nc3ccccc3[nH]2)c(O)c1 returned ERK EGF block -1%.
`CCc1cccc(NC(=O)C(NC(=O)C2CCCCC2)C(C)C)c1` (configuration not stated) gave ERK EGF block 4%.
`CCCCOc1ccc(C(=O)CCN2CCCCC2)cc1` gave ERK EGF block -21%[57.5 µM].
`COc1ccc(NC(=O)COC(=O)CNC(=O)C2CCCCC2)cc1` gave ERK EGF block 13%.
Screening CC1CN(S(=O)(=O)c2cccc(C(=O)OC/C(O)=C(\C#N)c3nc4ccccc4[nH]3)c2)CC(C)O1 (configuration not stated) returned ERK EGF block -3%.
Fc1ccc(-c2nnc(SCc3cccnc3)o2)cc1 was read as ERK EGF block 6%.
For CC1(CC(=O)NNC(=O)Nc2ccccc2)OCCCO1 the results were ERK EGF block inconclusive.
For COC1[C@H](OC(N)=O)C(O)[C@H](Oc2ccc3c(O)c(NC(=O)c4ccc(O)c(CC=C(C)C)c4)c(=O)oc3c2C)OC1(C)C (some centres not stated) the results were ERK EGF block 0%.
Screening COc1ccccc1OCc1n[nH]c(=S)n1Cc1ccccc1 returned ERK EGF block 19%.
For NC(=O)CC(NC(=O)Cc1cccc2ccccc12)c1ccc(NC2CCCCCC2)c([N+](=O)[O-])c1 (configuration not stated) the results were ERK EGF block -7%[57.5 µM].
For CCOc1ccccc1NC(=O)c1cc(-c2ccncc2)nc2c(Cl)cccc12 the results were ERK EGF block 0%.
C=CCOc1c(CNc2ccc3[nH]c(=O)[nH]c3c2)cccc1OC was read as ERK EGF block -9%.
O=S(=O)(c1ccc2c(c1)OCCO2)N1CCc2ccccc21 was read as ERK EGF block 0%.
Screening COc1cc(NC(=S)NCC2CCCO2)c(OC)cc1Cl (configuration not stated) returned ERK EGF block -12%.
`COc1cc(NC(=O)c2ccccc2[N+](=O)[O-])c(C(=O)O)cc1OC` gave ERK EGF block 3%.
`O=C(Nc1ccccc1Sc1ccccc1)c1ccc(F)cc1` gave ERK EGF block -5%.
`CC(C)(C)c1nnc(N/N=C/c2ccccc2O)n(N)c1=O` gave ERK EGF block -10%.
O=S(=O)(NCC(c1ccco1)N1CCN(c2ccccc2F)CC1)c1ccc(F)cc1 (configuration not stated) was read as ERK EGF block -4%.
`O=C(O)c1cc(C(F)(F)F)nc2c(C(F)(F)F)cccc12` gave ERK EGF block 4%.
For COC(=O)c1ccncc1N the results were ERK EGF block -7%.
Screening O=C(O)c1ccc(/C=N/NC(=O)c2ccc(CN3c4cccc5cccc(c45)S3(=O)=O)cc2)cc1 returned ERK EGF block -5%[57.5 µM].
Screening O=C(Cc1ccccc1)NN1C(=O)C2C3C=CC(C4CC34)C2C1=O (configuration not stated) returned ERK EGF block -8%.
`CCCOC(=O)c1ccc(NC(=O)c2ccccc2[N+](=O)[O-])cc1` gave ERK EGF block 1%.
`COc1ccc(CC(=O)OCC(=O)NCCc2ccccc2)cc1OC` gave ERK EGF block 1%.
`O=C1C(=O)N(CCN2CCOCC2)C(c2cccnc2)/C1=C(/O)c1ccccc1` (configuration not stated) gave ERK EGF block -5%.
For O=c1c2ccccc2nc(/C=C/c2cccnc2)n1CCc1ccccc1 the results were ERK EGF block -2%[57.5 µM].
`CN(Cc1cccs1)c1nc(-c2cccnc2)nc2ccccc12` gave ERK EGF block -4%.
Screening COc1ccc(NC(=O)c2ccc(-n3cccn3)c([N+](=O)[O-])c2)cc1 returned ERK EGF block -9%.
`CC(=O)NCCCc1nc2ccccc2n1Cc1ccccc1F` gave ERK EGF block 13%[57.5 µM].
COc1ccc(-n2c(CN3CCC(C(N)=O)CC3)nc3ccc([N+](=O)[O-])cc3c2=O)c(OC)c1 was read as ERK EGF block 6%.
Screening CC(=O)Nc1scc(C)c1-c1nc2ccccc2s1 returned ERK EGF block 23%[57.5 µM].
`O=C(/C=C/c1cccs1)Nc1nccs1` gave ERK EGF block 1%.
`O=C(O)c1ccccc1OCc1ccccc1Cl` gave ERK EGF block 19%[57.5 µM].
For O=[N+]([O-])c1ccc2[nH]c(O)c(N=NC3CCS(=O)(=O)C3)c2c1 (configuration not stated) the results were ERK EGF block -9%[57.5 µM].
`Cc1nc2nc(N)nn2c(C)c1C/C=C/c1ccccc1` gave ERK EGF block 0%.
Cc1cc(Cl)ccc1Nc1ncccc1C(N)=O was read as ERK EGF block -1%.
For CC(C)(C)c1cc[n+](/C(C(=S)Nc2ccccc2F)=C(/[O-])c2ccc3c(c2)OCCO3)cc1 the results were ERK EGF block -4%.
Screening CCN(c1ccccc1)S(=O)(=O)c1ccc(Cl)c(C(=O)NCCc2ccc(OC)cc2)c1 returned ERK EGF block 1%.
Screening O=C(C1CCN(C2CCN(Cc3ccc4c(c3)CCO4)CC2)CC1)N1CCCC1 returned ERK EGF block 3%.

Gathered by group: those above containing two or more sulfur atoms
`CSc1nc2ccc(NC(=O)c3ccc(=O)n(C)n3)cc2s1` gave ERK EGF block -3%.
Screening Nc1nonc1-n1nnc(C(=O)N/N=C/C=C/c2ccccc2)c1CSC1=NCCS1 returned ERK EGF block 4%[57.5 µM].
For COc1ccc(/C=C2\SC(=S)NC2=O)cc1OS(=O)(=O)c1ccc(NC(C)=O)cc1 the results were ERK EGF block inconclusive.
Brc1ccccc1-c1nnc(SCc2nc3ccccc3s2)o1 was read as ERK EGF block 3%.
`CCN(C(=O)C1CCCN1S(=O)(=O)c1cccc2nsnc12)c1ccccc1` (configuration not stated) gave ERK EGF block 4%[57.5 µM].
Screening CC(=O)Nc1scc(C)c1-c1nc2ccccc2s1 returned ERK EGF block 23%[57.5 µM].
`O=C(/C=C/c1cccs1)Nc1nccs1` gave ERK EGF block 1%.

A draw from above in order of length of the SMILES, falling:
Screening CCN(c1ccccc1)S(=O)(=O)c1ccc(Cl)c(C(=O)NCCc2ccc(OC)cc2)c1 returned ERK EGF block 1%.
`CC(=O)NCCCc1nc2ccccc2n1Cc1ccccc1F` gave ERK EGF block 13%[57.5 µM].
`O=C(O)c1ccccc1OCc1ccccc1Cl` gave ERK EGF block 19%[57.5 µM].

(continued)
Screening COc1cc(C)ccc1OCCOCCOc1cccc2ccc(C)nc12 returned ERK EGF block 2%.
`COCCNC(=O)c1ccc2c(c1)CCN2S(C)(=O)=O` gave ERK EGF block -2%.
Screening COc1ccc(-n2cc(-c3ccc(Br)cc3)[nH]c2=S)cc1 returned ERK EGF block 4%.
For Nc1ccc(NC(=O)c2cccs2)cc1 the results were ERK EGF block -6%.
For CCN1CCN(c2ncnc3c2c(-c2ccccc2)cn3-c2ccc(F)cc2)CC1 the results were ERK EGF block -7%.
Screening N/C(=N\OC(=O)CSc1ccccc1)c1cccc([N+](=O)[O-])c1 returned ERK EGF block 3%.
`CC1(c2ccccc2)CC(C)(C)n2c(O)c(C3=NC(=S)NC3=O)c3cccc1c32` (configuration not stated) gave ERK EGF block inconclusive.
O=C(NN1C(=O)C2C3c4ccccc4C(c4ccccc43)C2C1=O)C1CC1 (configuration not stated) was read as ERK EGF block -9%.
For O=C(COc1ccc2ccccc2c1)Nc1cccc2c1C(=O)NC2=O the results were ERK EGF block -12%.
Screening CCN(c1ccccc1)S(=O)(=O)c1ccc(Cl)c(C(=O)OCC(=O)NC(=O)C(C)C)c1 returned ERK EGF block -5%.
For S=C(NC1CCCCC1)N(CCc1nc2ccccc2[nH]1)C1CCCC1 the results were ERK EGF block 7%.
Screening CSc1ncccc1C(=O)Nc1ccc(S(=O)(=O)NC2=NCCCCC2)cc1 returned ERK EGF block 2%.
Screening Cn1cc(/C=N\NC(=O)C2COc3ccccc3O2)c2ccccc21 (configuration not stated) returned ERK EGF block 9%.
`COc1ccccc1CC(Cc1nc2ccccc2[nH]1)c1nc2ccccc2[nH]1` (configuration not stated) gave ERK EGF block inconclusive.
`COc1ccc(Cn2c(=S)[nH]c3cc(OC)c(OC)cc3c2=O)cc1` gave ERK EGF block 19%.
Screening COc1cc2c(cc1OC)C(C)N(S(=O)(=O)c1cn(C)c(C)n1)CC2 (configuration not stated) returned ERK EGF block 8%[57.5 µM].
